Bioassay records (PubChem)
rCAG RNA binder: binders of r(CAG) RNA repeats, primary screen, biochemical, fluorescence; r(CAG) RNA repeat, TO-PRO-1 dye displacement fluorescence; inhibition, % at 3 µM; actives 1.3% (n = 370,000); AID 651821, 2012;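 active means inhibition above the plate cutoff, the mean of all test compounds on that plate plus 3 SD, cut at about 35% in these data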;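 further: 0% = DMSO alone and 100% = 100 µM mitoxantrone as full dye displacement; higher means more dye released from RNA so lower well fluorescence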
SIAE primary: human SIAE inhibitors, primary screen, biochemical, fluorescence polarization, FP-Rh probe, 1536-well HTS; Sialate O-acetylesterase (Homo sapiens), Q9HAT2; SIAE FP-Rh probe binding; inhibition, % at 9.66 µM; actives 0.69% (n = 370,000);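 active means inhibition above a cutoff: mean of compounds within the control limits plus 3 SD of those, cut at about 17% in these data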;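 further: 0% = plate median of compound wells and 100% = probe without SIAE protein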
NR1D1 modulator: modulators of Rev-erb alpha DNA binding, primary screen, biochemical, FITC-DNA, fluorescence polarization, uHTS; Rev-erbα–FITC-DNA binding, 90 min; Nuclear receptor subfamily 1 group D member 1 (Homo sapiens), P20393; activity, % at 10 µM; actives 0.79% (n = 370,000);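 active means activity above about 14%, limit read from the data; passing the limit was not always enough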;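 further: 0% = DMSO wells with 35 nM protein and 100% = DMSO wells with 750 nM protein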
HTRA1 inhibitor: HTRA1 serine protease inhibitors, primary screen, biochemical, fluorescence polarization, HTS. Q92743. recombinant HTRA1, FP-rhodamine activity-based probe. inhibition, % at 5.96 µM. actives 0.5% (n = 340,000). AID 504803, 2011; in the data active means inhibition above about 36%;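 further: 0% = enzyme with DMSO and 100% = wells lacking enzyme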
Target sequence (Q92743 whole entry, looked up): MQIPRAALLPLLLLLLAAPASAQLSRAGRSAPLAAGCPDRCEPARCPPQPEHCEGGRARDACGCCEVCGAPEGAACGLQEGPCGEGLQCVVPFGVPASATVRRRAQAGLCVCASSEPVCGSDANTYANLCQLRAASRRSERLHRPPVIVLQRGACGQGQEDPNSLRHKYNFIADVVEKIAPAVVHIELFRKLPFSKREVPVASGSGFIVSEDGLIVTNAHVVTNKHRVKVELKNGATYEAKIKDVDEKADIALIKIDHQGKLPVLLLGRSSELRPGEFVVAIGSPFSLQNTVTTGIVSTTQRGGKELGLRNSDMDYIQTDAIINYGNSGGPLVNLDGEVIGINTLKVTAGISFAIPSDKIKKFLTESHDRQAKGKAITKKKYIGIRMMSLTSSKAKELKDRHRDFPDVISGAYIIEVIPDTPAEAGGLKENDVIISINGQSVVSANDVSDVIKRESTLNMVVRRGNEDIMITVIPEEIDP
ABHD4 inh: ABHD4 inhibitors, primary screen, biochemical, fluorescence polarization, mouse | inhibition, % at 8.92 µM | (Lyso)-N-acylphosphatidylethanolamine lipase (Mus musculus), Q8VD66 | AID 720543, 2013 | purified mABHD4, FP-Rh probe fluorescence polarization | actives 0.54% (n = 370,000);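 active means inhibition exceeding the mean over every tested compound plus 3 SD, cut at about 30% in these data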;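 further: 0% = plate median of compound wells and 100% = S159A mutant with DMSO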
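assay system = mABHD4 protein | compound dosing = single nominal dose of 8.92 µM, 0.89% DMSO final | read-out basis = percent inhibition of probe binding, normalized to plate controls | schedule = Enzyme–compound pre-incubation 45 min, then probe 60 min, both 25 °C | detection = fluorescence polarization, excitation 525 nm, emission 598 nm, BODIPY TMR filters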
TDP2 inh: human TDP2 enzyme inhibitors, primary screen, biochemical, epi absorbance, recombinant enzyme | Tyrosyl-DNA phosphodiesterase 2 (Homo sapiens), O95551 | inhibition, % at 12.8 µM | T5PNP hydrolysis, p-nitrophenol absorbance 415 nm | actives 0.34% (n = 370,000);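 active means inhibition above the mean of all tested compounds plus 3 SD, set per campaign, cut at about 25% in these data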;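 further: 0% = DMSO with enzyme and 100% = buffer with substrate but no TDP2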
Target sequence (O95551 whole entry, looked up): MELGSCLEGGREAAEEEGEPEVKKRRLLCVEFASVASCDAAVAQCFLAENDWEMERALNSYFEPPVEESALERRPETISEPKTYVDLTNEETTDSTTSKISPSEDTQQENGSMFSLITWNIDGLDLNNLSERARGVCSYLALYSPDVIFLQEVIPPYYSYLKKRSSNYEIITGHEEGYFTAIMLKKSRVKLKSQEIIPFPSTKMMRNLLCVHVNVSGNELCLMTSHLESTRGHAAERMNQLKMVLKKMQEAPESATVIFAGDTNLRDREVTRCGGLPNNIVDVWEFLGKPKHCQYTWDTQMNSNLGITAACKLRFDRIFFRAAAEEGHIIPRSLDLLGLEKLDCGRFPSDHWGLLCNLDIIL
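Assay system: recombinant human TDP2 / Reagent: T5PNP substrate at 5 mM, a TopII-DNA adduct mimic / Measured by: epi absorbance from released p-nitrophenol / Evaluation: % inhibition relative to enzyme-containing and enzyme-free wells / Control set: enzyme-free and DMSO wells / Replicates: each compound tested once, singlicate / Schedule: enzyme reaction with compound for 2 h at 37 °C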
LEDGF integ inh: blockers of LEDGF/p75-dependent integrase strand transfer – biochemical, TR-FRET, high throughput, primary screen; AID 743269, 2014; actives 0.64% (n = 370,000); TR-FRET IN-LEDGF/p75 DNA integration, Eu/Cy5; inhibition, % at 3.7 µM;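 active means inhibition above the screen-wide mean plus 3 SD, cut at about 13% in these data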;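 further: signal is the Cy5 over europium emission ratio at 671 and 618 nm; 0% = plate median of compound wells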
PG9 binder: binders of HIV-1 gp120 antibody PG9, primary screen, biochemical, TR-FRET | HIV-1 gp120 / PG9 antibody interaction | TR-FRET gp120-PG9 antibody binding | actives 0.43% (n = 360,000) | AID 624416, 2012 | inhibition, % at 6.7 µM; in the data active means inhibition above about 8.5%
PRMT1 FP inh: PRMT1 methyltransferase inhibitors, primary screen, biochemical, fluorescence polarization; Protein arginine N-methyltransferase 1 (Homo sapiens), Q99873; recombinant PRMT1, activity-based probe fluorescence polarization; inhibition, % at 2.79 µM; actives 1.3% (n = 370,000); AID 652257, 2013;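 active means inhibition above about 21% made by adding two undisclosed values, limit read from the data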
TCR CD3 inh: inhibitors of human TCR-CD3 interaction, primary screen, biochemical, fluorescence, TAMRA-labeled TCR probe; T-cell receptor (TCR); AID 651800, 2012; actives 0.37% (n = 360,000); inhibition, % at 9.4 µM; in the data active means inhibition above about 19%;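 further: recombinant mutant TCR 2C K166C tagged with TAMRA read by polarization; 0% = receptor in buffer alone and 100% = receptor with positive control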
* marks the source's active call; other numbers are inactive results; / = not tested or not shown. A portion of the library, so the mix of outcomes need not match the whole.

SMILES	rCAG RNA binder	SIAE primary	NR1D1 modulator	HTRA1 inhibitor	ABHD4 inh	TDP2 inh	LEDGF integ inh	PG9 binder	PRMT1 FP inh	TCR CD3 inh
CCCCC[C@@H]1C=C(C(=O)OCC)[C@H](c2ccccc2)N1S(=O)(=O)c1ccc(C)cc1	5	-14	4	/	-7	-15	3	-0.3	-4	0
CCCN(CCC)CCCNC(=S)Nc1ccc2nc(N3CCN(CC)CC3)cc(C)c2c1	-11	2	-7	7	5	7	4	1.4	0	6
COCCCNC(=S)NNC(=O)c1ccccc1Br	-3	2	4	-1	-3	-2	-10	0.0	1	-1
O=C(NS(=O)(=O)Nc1ccc(Cl)cc1)c1c[nH]c2ccccc12	1	4	-5	-3	1	9	-2	0.1	2	-5
C=CCn1c(CNC(=O)c2ccccc2F)nnc1SCC(=O)NC(C)c1ccccc1 (configuration not stated)	-1	-3	2	3	3	-5	-1	-1.2	3	-5
Cc1nnc(SCCC#N)n(CCC#N)c1=O	0	-3	0	1	3	5	2	1.5	-1	5
CC(Oc1ccc(Br)cc1)C(=O)Nc1nnc(C2CC2)s1 (configuration not stated)	-4	-3	-6	0	-3	20	-1	-0.7	-1	-1
CCc1ccc([C@H]2C(C(=O)O)=C[C@@H](CC3CCCC3)N2S(=O)(=O)c2ccc(C)cc2)cc1	76*	-10	-3	-34	16	-7	3	-2.3	5	-4
c1csc(-c2csc3ncnc(NCCCN4CCOCC4)c23)c1	-1	2	4	-5	-5	5	4	1.6	-2	-8
CCOC(=O)Cn1nc(-c2ccccc2)c2ccccc2c1=O	-3	-3	-4	5	0	0	0	0.1	1	2
CCNC(=O)c1ccc(=O)n(Cc2ccc(Cl)cc2Cl)c1	2	-4	-7	-3	-8	-21	6	-2.8	-3	0
C=CCOc1ccc(/C=N/NC(=O)C(C)Sc2ccccn2)cc1OCC (configuration not stated)	-5	0	-1	0	0	4	0	-1.8	0	-9
CC(C)CCOP(=O)(c1ccc(N(C)C)cc1)C(Nc1ccccc1)c1ccc(N(C)C)cc1 (configuration not stated)	-4	6	0	14	9	-7	-2	-1.1	0	5
O=C1[C@@H]2Cc3c([nH]c4ccccc34)CN2C(=O)CN1CCCO	-1	18*	0	-6	0	-6	1	0.3	0	-2
CC(C)CC(=O)NC(=S)Nc1ccccn1	0	-5	5	11	5	-14	-1	-1.7	-2	0
Oc1ccc(Cl)cc1CNc1cnc2ccccc2c1	5	4	-4	-18	-19	0	2	1.1	-6	3
O=c1cc(CN(Cc2ccccc2)Cc2ccccc2)c2c(ccc3ccccc32)o1	13	-1	9	/	-3	0	0	-0.1	0	-1
COc1ccc(OC)c(C(=O)Cn2cnc3ccccc3c2=O)c1	0	-9	-3	-5	-5	-3	2	-1.9	0	3
CCN=C1S/C(=C\c2cc(Br)c(O)c(OC)c2)C(=O)N1CC	6	-11	11	2	0	-10	5	-2.5	1	0
CSc1ccccc1C(=O)NC(C)c1ccc(-n2ccnc2)cc1 (configuration not stated)	-1	1	0	5	4	1	-7	-2.1	9	0
O=C(O)c1ccc(-c2noc(-c3cccc(C(F)(F)F)c3)n2)cc1	12	-7	2	-2	-5	-3	-2	1.0	2	0
Cc1cccc(NC(=O)CCS(=O)(=O)c2ccccc2)n1	3	4	-6	0	-2	-12	-4	-0.1	2	0
c1nc(NCC2CCOC2)c2cc(-c3ccc4c(c3)OCO4)ccc2n1 (configuration not stated)	/	-28	1	/	-3	-1	1	/	-3	/
O=C(CSc1nccc(=O)[nH]1)N1CCOCC1	0	-1	-8	-1	6	-8	2	-2.2	-2	5
COCCNC(=S)Nc1ccc2nc(N3CCCC3)cc(C)c2c1	-1	1	2	6	-4	4	-2	-2.1	1	3
(listing goes on)
SMILES	rCAG RNA binder	SIAE primary	NR1D1 modulator	HTRA1 inhibitor	ABHD4 inh	TDP2 inh	LEDGF integ inh	PG9 binder	PRMT1 FP inh	TCR CD3 inh
O=C(CN(C(=O)CCC(=O)Nc1nccs1)c1ccc2c(c1)OCCO2)NCc1ccco1	3	-5	3	9	-5	-15	0	1.4	4	1
Cc1cc(C)c(S(=O)(=O)NCCCn2ccnc2)cc1C	1	10	3	6	2	-13	6	-3.7	-4	-2
Cc1ccnc(NC(=O)c2ccc(S(=O)(=O)N3CCCCCC3)cc2)c1	-1	-8	0	-10	-8	-9	0	-2.3	-3	4
Cc1csc(NC(=O)CSc2nc3ccccc3s2)n1	6	-7	2	-14	-3	13	1	0.2	2	-5
O=C(NCc1nnc(SCC(=O)N2CCCc3ccccc32)o1)c1ccco1	-2	-1	-4	9	-3	6	-2	0.6	3	-7
CC(=O)c1c(OC(=O)c2ccccc2Br)ccc2c(C)cc(=O)oc12	1	2	0	-2	0	-7	2	1.0	3	-3
COc1ccc2cc(C(=O)NCC3CCCO3)[nH]c2c1 (configuration not stated)	-2	-1	4	10	6	-1	1	-0.8	0	1
Cc1ccc(OCCC(=O)OCC(=O)N2c3ccccc3CC2C)cc1 (configuration not stated)	-5	5	4	-12	-1	8	0	2.3	2	4
CC(C)CSc1nc(N)nc2c1ncn2C1OC(CO)C(O)C1O (configuration not stated)	0	-5	-2	-3	1	6	2	-0.4	0	2
CCN1C(=O)/C(=C/c2ccc(N3CCCC3)cc2)NC1=S	5	-50	56*	-24	-40	-1	1	-8.8	-17	-3
CCc1ccc(NC(=O)CSc2nc3ccsc3c(=O)n2CCCCCC(=O)O)cc1	1	2	1	-7	-2	10	0	0.0	-4	8
Cc1cc2oc(=O)cc(CN3CCN(c4ccccc4)CC3)c2cc1Cl	6	0	3	/	4	1	0	-0.2	0	2
COc1ccc(CC(=O)Nc2cccc(Cl)c2C)cc1S(=O)(=O)N1CCOCC1	0	3	-7	10	7	3	-4	-0.5	3	-2
Cc1cccc(C(=O)NCC2CCCO2)c1 (configuration not stated)	0	-1	-4	1	5	2	0	-1.4	-1	-1
CCOc1ccc(N=C2SCC(=O)N2CC)cc1	-5	0	-4	-16	-2	3	3	2.5	4	-12
Nn1c(Cc2cccc3ccccc23)nnc1SCn1nnc2ccccc2c1=O	3	2	-2	-7	-2	-2	-1	2.0	7	6
COc1ccc(S(=O)(=O)N(C)CC(=O)NC2CC2)cc1	0	0	1	-1	2	-9	3	-0.8	-1	5
O=C(CNC(=O)c1ccccc1)N/N=C/C=C/c1ccccc1	-3	3	3	-3	-7	-1	-1	-4.8	-1	8
OCC1(CCc2ccccc2)CCN(Cc2ccccc2Cl)CC1	-9	-3	0	-5	1	0	5	0.2	0	3
CN1CCSc2ccc(C(=O)NCc3cccc(Br)c3)cc21	4	6	-6	-2	7	-2	-2	2.7	4	0
O=C(/C=C/c1ccco1)NC(=S)Nc1cccc([N+](=O)[O-])c1	54*	23*	-1	7	21	12	11	-0.2	20	3
CCCN1CCC(=O)N([C@H](CSc2ccc(C)cc2)c2ccccc2)CC1	3	-5	0	-15	-7	-11	1	1.3	7	-4
CCOc1ccc2nc(NC(=O)c3cccnc3)sc2c1	4	0	-5	1	-1	-4	0	-1.2	-1	8
CCOc1ccccc1NC(=O)C1CCN(S(=O)(=O)c2c(C)noc2C)CC1	2	-6	-3	-3	3	0	3	0.3	-1	0
COc1ccc(CN2C(=O)CC(Cc3ccc(C)cc3)C2=O)cc1OC (configuration not stated)	-4	5	3	-2	7	-6	5	-1.7	2	6
Further results:
SMILES	rCAG RNA binder	SIAE primary	NR1D1 modulator	HTRA1 inhibitor	ABHD4 inh	TDP2 inh	LEDGF integ inh	PG9 binder	PRMT1 FP inh	TCR CD3 inh
NC(=O)c1cccc(-c2coc3c(C(=O)NCCc4ccccc4)cccc23)c1	5	-11	-4	/	-22	-2	-5	1.7	5	-10
COc1ccc(NC(=O)C(Cc2ccccc2)n2cccc2)cc1 (configuration not stated)	-1	1	-3	-4	-1	7	-1	1.0	2	2
Cc1ccc(-c2nc(NC(=O)CSc3nnnn3-c3ccccc3)ns2)cc1	3	4	18*	-25	-10	6	1	13*	-2	3
COc1cc(/C=N/N=C(N)N)ccc1OCc1ccccc1Cl	30	-2	3	-7	8	-2	-1	-1.5	-3	-1
CCOC(=O)CNC(=O)c1ccccc1	1	-1	5	5	-1	1	2	-0.3	-4	-3
CN(C(=O)CN1C(=O)S/C(=C\c2ccccc2)C1=O)C1CCS(=O)(=O)C1 (configuration not stated)	-3	-2	-5	4	3	-6	-4	0.1	1	-2
Cc1ccc2c(c1)N(CC(=O)N1CCOCC1)C(=O)C(C)O2 (configuration not stated)	-3	2	3	9	9	-1	1	2.1	-4	4
NNC(=S)Nc1cc(S(=O)(=O)N2CCOCC2)ccc1N1CCOCC1	13	9	1	-16	3	15	-6	-0.3	0	-2
COc1cc(NC(=O)CN2C(=O)NC(CC(C)C)C2=O)cc(OC)c1OC (configuration not stated)	0	-5	6	-5	1	-5	0	0.4	-1	2
COC(=O)C1=C(N)N(c2ccccc2F)C2=C(C(=O)CC(C)(C)C2)C1c1ccc(OC)c(OC)c1 (configuration not stated)	-5	-3	-1	-3	-1	8	-2	-2.0	1	3
CC(=O)Nc1ccc(Nc2cc(C)nc3c(-c4ccc(Cl)cc4)cnn23)cc1	11	1	0	2	6	2	-4	0.6	1	-5
Cc1ccc(NC(=O)CCc2ccc(S(=O)(=O)N3CCOCC3)cc2)c(Cl)c1	4	6	-7	4	-4	6	2	-1.1	-4	3
COc1cc(C=O)ccc1Oc1nnnn1-c1ccccc1	-5	-2	3	-11	0	-4	-9	-0.7	3	-6
Cc1cc[n+](-c2nc3ccccc3nc2[N-]S(=O)(=O)c2ccccc2)cc1	1	8	4	2	-10	-1	-2	1.2	-2	-5
CC(=O)c1ccc(-c2nnc(CCC(=O)N3CCCC(C(=O)CC(C)C)C3)o2)s1 (configuration not stated)	-4	-2	-1	0	-8	9	3	1.0	1	4
Cc1ccnc(NC(=O)c2cccc(NS(=O)(=O)c3ccccc3C)c2)c1	7	-3	0	-11	0	6	-1	-2.4	0	5
O=C(Cn1cc(/C=N/NC(=O)c2cccc3ccccc23)c2ccccc21)Nc1ccc(F)cc1	13	-61	0	-29	1	-10	-2	-0.8	-6	5
